# Vif-A3G inh = blocks the Vif interaction with human APOBEC3G | Q9HC16 | actives 0.076% (n = 410,000) | Potency, µM (series often up to 46.1 µM), inactives show at the highest dose activity, negative = active, most hits filed as inhibitors | HeLa A3G-eYFP + Vif (tagged APOBEC3G with the HIV-1 protein that degrades it), YFP fluorescence, overnight;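 note: potency is the fitted concentration of half-maximal effect; % is set by controls: 0 for no effect and ±100 for the full control effect; nearly all actives have a fitted effect of over 60% in size; hits raise eYFP signal because A3G escapes Vif-driven loss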
# Target sequence (Q9HC16 whole entry, looked up): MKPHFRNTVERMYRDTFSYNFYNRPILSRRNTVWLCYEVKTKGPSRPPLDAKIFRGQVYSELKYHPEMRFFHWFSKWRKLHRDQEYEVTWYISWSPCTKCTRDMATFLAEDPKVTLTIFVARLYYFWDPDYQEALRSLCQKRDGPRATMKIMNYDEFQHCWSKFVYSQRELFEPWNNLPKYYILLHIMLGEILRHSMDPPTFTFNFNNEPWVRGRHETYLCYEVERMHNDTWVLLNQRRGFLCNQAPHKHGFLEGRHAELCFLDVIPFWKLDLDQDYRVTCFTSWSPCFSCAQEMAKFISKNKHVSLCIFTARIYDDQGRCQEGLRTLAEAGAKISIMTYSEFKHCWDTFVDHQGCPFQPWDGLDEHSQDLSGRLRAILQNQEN
#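 HeLa cells stably expressing Vif and C-terminally eYFP-tagged A3G, seeded overnight at 37 deg C, then exposed to compound by pintool overnight at 37 deg C. Rise in yellow fluorescence (Ex 488/Em 500-530, Acumen) marks blocked Vif-driven A3G degradation.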
# RXFP1 antagonist = RXFP1 (human) relaxin receptor antagonism; Q9HBX9; HEK293-RXFP1, relaxin-stimulated cAMP HTRF, 30 min; hits give low values; activity change, negative = inhibition, % at 57.5 µM; actives 0.59% (n = 350,000); AID 1259400;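 active = activity change of -60% or lower, but not beyond a set lower limit; inconclusive = change between -60% and -40%, or beyond the set limit; inactive = change above -40%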; note: % is set by controls: 0 for no effect and ±100 for the full control effect
# D2 potentiator = D2 dopamine receptor (human) potentiation; AID 485347; HEK293 T-REx D2, calcium flux, EC20 dopamine potentiation; potentiation, % at 10 µM; P14416; actives 0.34% (n = 340,000);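 active = potentiation over 3 SD above the plate norm, cut at about 30% in these data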; note: 0% is about no effect
#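 Cells plated with tetracycline inducer and held overnight at 30 C; calcium dye loaded 30–90 min at room temperature; baseline taken, compound added and read 180 s; EC20 dopamine then added and read 180 s.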
# Vif-A3F inh = blocks the Vif interaction with APOBEC3F; HeLa A3F-eYFP + Vif (tagged APOBEC3F with the HIV-1 protein that degrades it), YFP fluorescence increase; Potency, µM (series often up to 46.1 µM), inactives show top-dose activity, negative = active; actives 0.2% (n = 390,000); AID 602313; note: potency is the fitted concentration of half-maximal effect; % of control where 0% means no effect; nearly all actives have a fitted effect of over 65% in size
#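 HeLa cells stably expressing A3F-eYFP plus Vif, plated and incubated overnight at 37 deg C, then exposed to compounds overnight at 37 deg C. Blocked degradation read as raised yellow fluorescence (Ex 488/Em 500-530).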
# D1 ag = agonists of human D1 dopamine receptor. P21728. activation, % at 2 µM. actives 1% (n = 360,000). HEK293 T-REx D1 cells, calcium flux, agonist mode. AID 504660; in the data active = activation above about 30%; note: 0% is about no effect
# Target sequence (P21728 whole entry, looked up): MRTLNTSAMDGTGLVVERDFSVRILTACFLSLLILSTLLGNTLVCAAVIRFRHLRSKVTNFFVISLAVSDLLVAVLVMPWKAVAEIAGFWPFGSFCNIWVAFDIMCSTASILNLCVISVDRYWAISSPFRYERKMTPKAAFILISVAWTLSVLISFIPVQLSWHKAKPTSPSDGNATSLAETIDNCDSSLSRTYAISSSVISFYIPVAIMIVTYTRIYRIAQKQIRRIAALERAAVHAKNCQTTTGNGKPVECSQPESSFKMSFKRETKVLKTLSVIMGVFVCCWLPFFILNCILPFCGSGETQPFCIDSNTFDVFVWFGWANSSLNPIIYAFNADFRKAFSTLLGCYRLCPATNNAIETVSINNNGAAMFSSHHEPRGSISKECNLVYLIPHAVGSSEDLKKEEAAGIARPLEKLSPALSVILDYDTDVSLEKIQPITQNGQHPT
#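 Inducible HEK293 T-REx D1 cells, force-coupled to calcium signalling, were plated at 4000 cells/well with tetracycline and held overnight at 30 C. After no-wash calcium dye loading, compound-evoked calcium rise over 180 s flagged agonists.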
# D1 antag = antagonists of human D1 dopamine receptor; activity change, negative = inhibition, % at 10 µM; P21728; actives 3.2% (n = 360,000); HEK293 TREx D1 cells, calcium flux, dopamine EC80; hits give low values; in the data active = activity change below about -30%; note: % is set by controls: 0 for no effect and ±100 for the full control effect
#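 Tetracycline-induced HEK293 T-REx cells with force-coupled D1 receptor were loaded with a no-wash calcium dye. Compound was added after a 10 s baseline and read kinetically for 180 s; EC80 dopamine was then added and calcium flux followed another 180 s.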
# GRP78 ERSR act = induces the endoplasmic reticulum stress response in human glioma cells | U87-MG GRP78 promoter luciferase reporter, 16 h | Potency, µM, inactives show at the top dose activation, usual class: activators | actives 0.02% (n = 420,000); note: potency is the fitted concentration of half-maximal effect; series mostly up to about 76 µM; % of control where 0% means no effect; nearly all actives have a fitted effect of over 35% in size
#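 Stably transfected U87-MG human glioma cells carrying a GRP78-based luminescent sensor were seeded at 1000 cells/well, pin-dosed with compounds and incubated 16 h. Luciferase reagent was then added, and end-point luminescence was read after 10 min at room temperature.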
# D1 potentiator = human D1 dopamine receptor positive modulation; HEK293 TREx D1 cells, calcium flux, dopamine EC20 potentiation; P21728; actives 0.036% (n = 360,000); AID 504651; potentiation, % at 10 µM; in the data active = potentiation above about 30%; note: 0% is about no effect
# RXFP1 agonist = RXFP1 (human) receptor agonism. Potency, µM (top dose mostly 57.5 µM), for inactives: at the highest dose activation, hits mostly activators. HEK293T-RXFP1 cAMP TR-FRET, 30 min; response scale: percent of porcine relaxin response, buffer zero. Q9HBX9. actives 0.3% (n = 370,000). AID 2676; note: potency is the fitted concentration of half-maximal effect; % is set by controls: 0 for no effect and ±100 for the full control effect; nearly all actives have a fitted effect of over 60% in size; many of its hits are not listed in these tables
#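 HEK293 cells stably expressing RXFP1, treated 30 min at 37C with compounds plus PDE4 inhibitor Ro 20174; cAMP measured by HTRF TR-FRET. Normalized to buffer and 29 nM porcine relaxin; EC50 by Hill fit.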
# * hit, by the source's call; ? = inconclusive; / = no result given. Unless noted, calls come from the whole dose curve; as a rule, active = well fitted curve in the direction sought with a large enough effect; inconclusive = small, poorly fitted or top-dose-only effect, or another doubt; inactive = no such curve, though single readings can be large; an effect the other way counts as inactive or inconclusive.
Compound	Vif-A3G inh	RXFP1 antagonist	D2 potentiator	Vif-A3F inh	D1 ag	D1 antag	GRP78 ERSR act	D1 potentiator	RXFP1 agonist
COc1cccc2c1OC1(C)CC2NC(=O)N1Cc1ccccc1 (configuration not stated)	1%	-8	1	-4%	1	-2	5%	-4	-2.2%
CCN(CC(=O)Nc1ccc(C)c(F)c1)CC(=O)NC(C)C	-2%	5	-2	-17%	1	10	-5%	-1	-1.1%
CN(C)C(=S)NC(C)(C)C	-3%	7	-4	-8%	1	6	-2%	-9	-0.5%
COc1ccc(C(=O)N/C(=C\c2cn(C)c3ccccc23)C(=O)N2CCN(C)CC2)cc1OC	0%	-10	9	1%	1	9	1%	-4	-2.3%
CCOc1ccc(C2c3cc(OC)c(OC)cc3CC(=O)N2c2ccc(OC)cc2)cc1 (configuration not stated)	?	-22	3	0%	2	-7	-3%	-5	13%
O=C(COc1ccc2ccccc2c1)NNC(=O)[C@@H]1CCCC[C@@H]1C(=O)O	1%	/	-1	-6%	1	-6	-1%	3	2.7%
O=C(CCn1c(=S)[nH]c2cc3c(cc2c1=O)OCO3)NCc1cccc(Cl)c1	-3%	?	1	-1%	0	-1	0%	-3	?
Cc1cccc(NC(=O)Cn2c(=O)n(C)c3ccccc32)c1	1%	-4	-4	1%	1	2	-4%	4	0.7%
CCc1c(C(=O)Nc2ccc(C)c(C)c2)[nH]c(C)c1C(C)=O	-6%	-13	-17	9%	7	-4	3%	-4	2.7%
COc1ccc(NC(=O)CCCC2=NS(=O)(=O)c3ccccc3N2)cc1	0%	/	7	-4%	-1	-5	1%	-5	3.0%
COc1cccc(-n2nc(C#N)c(Cl)cc2=O)c1	-21%	-20	-1	2%	5	-32*	-15%	-3	4.0%
Clc1ccc(-n2ncc3c(NCCN4CCOCC4)ncnc32)cc1	1%	2	4	-5%	6	-5	-8%	1	0.3%
CCCNS(=O)(=O)c1ccc(OCC(=O)Nc2ccc3c(c2)OCCO3)cc1	1%	-5	3	0%	0	3	-4%	-2	-0.7%
CCn1cc(C(=O)N[C@H](C(=O)NCCN2CCOCC2)C(C)C)c(=O)c2cc3c(cc21)OCO3	0%	5	-1	2%	2	-13	-5%	1	0.0%
Cc1ccc(NC(=O)Cc2ccsc2)cc1S(=O)(=O)N1CCOCC1	1%	1	/	2%	/	/	-3%	/	/
O=C(COC(=O)c1ccccn1)NC12CC3CC(CC(C3)C1)C2	-4%	-4	-5	8%	0	/	-4%	-1	3.5%
COc1ccc(-n2cc(CNCCc3ncc(C)[nH]3)c(-c3ccccc3Cl)n2)cc1	-6%	-6	9	?	2	2	-5%	3	-2.3%
O=C(Nc1ccc2nn(-c3ccc(F)cc3)nc2c1)c1cccnc1	-6%	0	-4	-1%	2	-15	3%	0	-2.8%
COC(=O)C1=C(C)N(Cc2ccc(OC)cc2)C(=O)/C1=C\c1ccco1	-5%	-10	/	-21%	2	-34*	-3%	-10	2.5%
O=C(O)C1(C(=O)O)CCCC1	1%	10	/	9%	/	/	-4%	/	/
CCc1ccc(Cn2nnc(C(=O)NCc3ccccc3OC)c2N)cc1	4%	4	9	2%	21	14	-3%	-2	1.6%
CN(CC(=O)NCc1ccccc1)CC(=O)Nc1ccc(Cl)c(C(F)(F)F)c1	3%	-18	3	-1%	64*	13	-2%	/	0.2%
COC(=O)CN1C(=O)C(O)(CC(=O)c2ccc(C)cc2)c2ccccc21 (configuration not stated)	4%	3	/	-2%	1	2	-1%	-2	1.2%
CCc1nnc(NC(=O)c2cc(C)nc3ccccc23)s1	0%	10	6	2%	0	-1	-7%	-6	2.1%
COc1ccc(-c2nc3ccccc3n3c(-c4ccccc4)c4c(=O)n(C)c(=O)n(C)c4c23)cc1OC	-1%	0	-10	1%	0	-13	-3%	-3	8.7%
CCOc1ccc(CNCCSc2nnnn2C)cc1	-4%	/	-13	1%	0	-3	0%	-5	-3.2%
CCOC(=O)N1CCN(Cc2nc3cc(NC(=O)c4ccc([N+](=O)[O-])cc4)ccc3n2C(C)C)CC1	-20%	-2	12	-1%	0	-10	-4%	-1	1.1%
O=C(NCc1ccccc1Br)c1ccco1	0%	-16	7	-4%	2	-5	-4%	-4	0.0%
O=C(c1cnccn1)N(c1ccccc1)C1(C(=O)NC2CCCCC2)CCCCC1	5%	-9	-1	-5%	-2	32	-5%	10	0.7%
COc1cc(C(=O)NCC(c2ccco2)N2CCOCC2)cc(OC)c1OC (configuration not stated)	1%	-8	3	-4%	2	2	0%	3	0.6%

# Next structures follow.
Compound	Vif-A3G inh	RXFP1 antagonist	D2 potentiator	Vif-A3F inh	D1 ag	D1 antag	GRP78 ERSR act	D1 potentiator	RXFP1 agonist
O=C(Nc1nnc(CCN2CCCCC2)s1)c1ccccc1Cl	-6%	4	9	-11%	1	6	1%	9	-1.7%
C/C(=N\Nc1cc(Cl)nc(C)n1)c1ccc(Cl)c(Cl)c1	-1%	-15	7	-8%	2	-9	7%	-4	0.0%
COc1ccc(CNC(=O)Cc2ccc(NC(=O)N3CCSc4ncccc43)cc2)cc1OC	1%	-19	6	0%	2	-2	-3%	-1	3.7%
OCCN(CCO)c1cc2c3ccccc3ccc2c2ccccc12	-14%	-16	/	-19%	/	/	1%	/	/
CN(C)S(=O)(=O)N1CCC(Oc2ccc(C(=O)N3C[C@@H]4CCC[C@H]3C4)cc2)CC1	4%	-21	/	2%	/	/	-3%	/	/
COC(=O)c1ccc(/C=C/c2c(-c3ccc(OC)cc3)oc3ccc(N4CCOCC4)cc23)cc1	-11%	/	9	6%	0	-4	0%	0	?
COCC1CCN(Cc2cn(Cc3ccccc3)nc2-c2cc3ccccc3o2)CC1	2%	-20	18	21%	39*	-1	-6%	-2	-1.5%
CC(C)(C)OC(=O)N1CCC[C@H]1C(=O)NCC1CCC(C(=O)O)CC1 (some centres not stated)	2%	-3	-9	6%	2	1	-3%	1	1.6%
CCN(c1ccc(NC(=O)c2ccc(N3CCCC3=O)cc2)cc1)C(C)C	0%	-13	1	10%	4	-23	-4%	-6	2.0%
O=[N+]([O-])c1ccccc1C=NNC(=S)NN=Cc1ccccc1[N+](=O)[O-]	?	-21	/	0%	/	/	5%	/	/
CCN(CC(O)c1cccc(O)c1)C(=O)C12CC3CC(CC(C3)C1)C2 (configuration not stated)	-4%	5	7	-1%	0	2	-5%	0	1.1%
Cc1ccccc1N=C1NC(=O)CC(c2ccccc2)S1 (configuration not stated)	3%	-5	6	-6%	5	-5	-4%	-1	-0.1%
Cc1ccc(-c2csc3ncnc(SCC(N)=O)c23)cc1	9%	-17	1	4%	1	-5	1%	10	2.1%
CN(C)C(=O)c1ccc2c(c1)n(C)c(=O)n2C	-2%	3	10	-20%	0	4	-2%	-3	0.6%
CCc1nc2cccnc2n1-c1ccc(CC(=O)Nc2cccc(C)c2C)cc1	4%	7	0	1%	-1	-2	-2%	-2	-0.8%
O=C1C2C3c4ccccc4C(c4ccccc43)C2C(=O)N1/N=C/c1cccc(O)c1 (configuration not stated)	0%	-4	-2	-5%	3	10	-2%	-4	0.5%
COc1ccc(NC(=S)N2CCC(NC(=O)c3cccc(C)c3)CC2)cc1	2%	0	0	11%	2	-5	-4%	-4	0.9%
COc1cc(OC)c(C2C=C(C(=O)O)Nc3ncnn32)cc1OC (configuration not stated)	5%	/	4	-1%	0	4	1%	-2	-0.7%
Cc1nc(C)c(C(=O)OCC(=O)NCc2ccccc2)s1	10%	-13	4	1%	2	5	-3%	-1	0.4%
O=S1(=O)N[C@@H](c2ccccc2)COc2cc(Br)ccc21	-7%	4	/	0%	/	/	-4%	/	/
CCn1c(SCC(=O)Nc2ccc3[nH]c(=O)[nH]c3c2)nc2ccccc21	0%	5	1	-18%	1	-20	-5%	-8	-1.9%
COc1ccc2c(C)c(CCC(=O)NCc3ccc(C)cc3)c(=O)oc2c1	1%	-9	-8	-7%	-3	1	-4%	2	-1.0%

# 10 compounds already listed, arranged by number of heavy atoms, ascending:
Compound	Vif-A3G inh	RXFP1 antagonist	D2 potentiator	Vif-A3F inh	D1 ag	D1 antag	GRP78 ERSR act	D1 potentiator	RXFP1 agonist
CN(C)C(=S)NC(C)(C)C	-3%	7	-4	-8%	1	6	-2%	-9	-0.5%
COc1cc(OC)c(C2C=C(C(=O)O)Nc3ncnn32)cc1OC (configuration not stated)	5%	/	4	-1%	0	4	1%	-2	-0.7%
CC(C)(C)OC(=O)N1CCC[C@H]1C(=O)NCC1CCC(C(=O)O)CC1 (some centres not stated)	2%	-3	-9	6%	2	1	-3%	1	1.6%
COC(=O)C1=C(C)N(Cc2ccc(OC)cc2)C(=O)/C1=C\c1ccco1	-5%	-10	/	-21%	2	-34*	-3%	-10	2.5%
O=C(COc1ccc2ccccc2c1)NNC(=O)[C@@H]1CCCC[C@@H]1C(=O)O	1%	/	-1	-6%	1	-6	-1%	3	2.7%
CN(CC(=O)NCc1ccccc1)CC(=O)Nc1ccc(Cl)c(C(F)(F)F)c1	3%	-18	3	-1%	64*	13	-2%	/	0.2%
CCc1nc2cccnc2n1-c1ccc(CC(=O)Nc2cccc(C)c2C)cc1	4%	7	0	1%	-1	-2	-2%	-2	-0.8%
O=C(c1cnccn1)N(c1ccccc1)C1(C(=O)NC2CCCCC2)CCCCC1	5%	-9	-1	-5%	-2	32	-5%	10	0.7%
COCC1CCN(Cc2cn(Cc3ccccc3)nc2-c2cc3ccccc3o2)CC1	2%	-20	18	21%	39*	-1	-6%	-2	-1.5%
COC(=O)c1ccc(/C=C/c2c(-c3ccc(OC)cc3)oc3ccc(N4CCOCC4)cc23)cc1	-11%	/	9	6%	0	-4	0%	0	?

# Single values from the list.
# Vif-A3G inh with COc1ccc(NC(=S)N2CCC(NC(=O)c3cccc(C)c3)CC2)cc1 is entered as 2%
# D1 ag with CC(C)(C)OC(=O)N1CCC[C@H]1C(=O)NCC1CCC(C(=O)O)CC1 (some centres not stated) is entered as 2

# Screens deposited in PubChem BioAssay by National Center for Advancing Translational Sciences (NCATS).

# These rows are one share of the data; rates above refer to the full screens.
